Assay outcomes: PubChem, several laboratories
CAL PDZ FP-1 = human CAL PDZ-peptide interaction inhibition | inhibition, % at 20 µM | actives 0.02% (n = 330,000) | AID 504414 | purified CAL PDZ, TMR-peptide fluorescence polarization, 1 h | Q9HD26;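 active = highest replicate inhibition of at least 40%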;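 also: plate controls were DMSO neutral control wells for no effect and unlabeled competitor peptide control wells for full effect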
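Material: tagged CAL PDZ protein CerCALP, purified; buffer or medium: sodium phosphate/NaCl buffer pH 7.4 with TCEP, IgG, Thesit; also added: fluorescent TMR peptide probe; schedule: 1 h incubation at room temperature before polarization reading; technique: fluorescence polarization from S- and P-plane intensities, G-factor corrected; control set: unlabelled peptide and DMSO controls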
Wnt act = activates Wnt/beta-catenin signaling in a reporter cell assay | AID 743398 | activation, % at 9.35 µM | activator, plate reader | actives 1.2% (n = 300,000); in the data active = activation above about 30%, passing the limit was not always enough;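 also: 0% = neutral control wells and 100% = positive control wells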
phage Ecoli inh = E. coli growth loss with phage present; growth absorbance; inhibition, % at 11.9 µM; actives 0.26% (n = 360,000); in the data active = inhibition above about 11%
Tat export inh = blocks Tat-dependent protein export in E. coli; inhibition, % at 10 µM; E. coli MC4100 TorA-mCherry Tat export, fluorescence; actives 0.036% (n = 340,000);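 active = mean replicate inhibition at least 50% and at least half of replicates individually reaching 50%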;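 also: exported cargo escapes ClpAP degradation while cytoplasmic cargo is degraded and loses fluorescence; 0% = median of neutral control wells and 100% = median of NaSCN control wells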
CAL PDZ FP-2 = CAL PDZ (human) peptide binding inhibition. purified CAL PDZ, TMR-peptide fluorescence polarization, 1 h. Q9HD26. inhibition, % at 24.9 µM. actives 0.92% (n = 300,000). AID 602252;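 active = mean inhibition of at least 30% with at least half of replicates also reaching 30%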;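 also: 0% = DMSO neutral control and 100% = excess unlabeled competitor peptide PRC23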
MITF TRPM1 HTS = increases MITF-driven TRPM1 promoter luciferase signal. actives 0.75% (n = 300,000). activation, % at 12.5 µM. AID 588334. SK-MEL-5 TRPM1-promoter luciferase, 24 h; % of positive control, neutral wells = 0;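 active = mean activation of at least 80% with every replicate also reaching 80%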;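 also: 0% = neutral control wells and 100% = parthenolide positive control wells; values of inactives mirror those of a sister screen read the other way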
E coli growth = counter-screen for AddAB inhibitors: E. coli growth inhibition; actives 0.27% (n = 330,000); AID 449728; E. coli V3065 growth, OD600 absorbance, 18 h; inhibition, % at 11.9 µM;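 active = inhibition above the campaign's mean inhibition across all tested compounds plus 3 SD, cut at about 9.9% in these data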;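 also: uninfected addAB+ strain grown without phage in ampicillin broth; 0% = DMSO wells and 100% = ciprofloxacin 0.95 µg/ml wells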
SR-BI uptake up = enhances SR-BI lipid uptake from DiI-HDL; AID 504775; actives 0.096% (n = 320,000); activation, % at 12.5 µM; CHO ldlA[mSR-BI] cells, DiI-HDL uptake fluorescence, 3 h; 100 = double the neutral-control signal;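 active = mean replicate activation of at least 60% and every replicate at or above 60%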;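 also: 0% = median plate neutral-control signal and 100% = twice that signal; values of inactives mirror those of a sister screen read the other way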
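System: CHO ldlA[mSR-BI] cells / Medium: HEPES-buffered (25 mM, pH 7.4) F12 plus 0.5% BSA / Probe or stimulus: labelled HDL, 10 µg/mL / Doses: single compound concentration, delivered by pin transfer / Schedule: 3 h, 37 °C / Measured by: DiI fluorescence, bottom read / Measure: cell-associated DiI fluorescence as measure of HDL uptake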
AddAB inh = less growth of phage-infected E. coli with AddAB. E. coli expressing H. pylori AddAB, absorbance growth. inhibition, % at 11.9 µM. actives 0.29% (n = 330,000). AID 435030; in the data active = inhibition above about 12%;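 also: 0% = vehicle wells of infected cells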
SR-BI HDL uptake = inhibitors of mouse SR-BI mediated HDL lipid uptake. AID 488896. Q61009. inhibition, % at 12.5 µM. actives 0.96% (n = 320,000). ldlA[mSR-BI] CHO cells, DiI-HDL uptake fluorescence, 3 h;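 active = mean replicate inhibition of at least 70% and a set share of replicates each scoring 70 or more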;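 also: 0% = median of neutral control wells and 100% = median of positive control wells; values of inactives mirror those of a sister screen read the other way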
Target sequence (Q61009 whole entry, looked up): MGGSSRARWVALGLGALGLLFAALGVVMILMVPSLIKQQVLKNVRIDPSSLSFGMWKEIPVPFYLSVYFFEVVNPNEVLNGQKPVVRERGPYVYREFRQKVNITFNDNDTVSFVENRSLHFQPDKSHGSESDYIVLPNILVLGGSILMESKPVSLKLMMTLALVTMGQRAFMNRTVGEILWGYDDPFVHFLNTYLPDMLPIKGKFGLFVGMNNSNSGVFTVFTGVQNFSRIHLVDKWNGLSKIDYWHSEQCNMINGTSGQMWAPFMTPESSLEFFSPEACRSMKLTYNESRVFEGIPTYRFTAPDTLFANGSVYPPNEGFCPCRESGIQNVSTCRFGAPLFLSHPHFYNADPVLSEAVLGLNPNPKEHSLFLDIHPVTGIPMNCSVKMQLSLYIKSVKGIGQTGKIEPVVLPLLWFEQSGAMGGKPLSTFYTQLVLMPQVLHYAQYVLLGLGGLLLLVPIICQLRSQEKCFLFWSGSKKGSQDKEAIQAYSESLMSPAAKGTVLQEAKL
* hit, by the source's call; . = not tested or not shown.

Compound	CAL PDZ FP-1	Wnt act	phage Ecoli inh	Tat export inh	CAL PDZ FP-2	MITF TRPM1 HTS	E coli growth	SR-BI uptake up	AddAB inh	SR-BI HDL uptake
COc1ccc(S(=O)(=O)NCC(=O)N(CC(=O)NC(C)(C)C)Cc2cccs2)cc1	-0.1	3.4	1.2	-3.5	.	-1.0	0.0	16.3	1.6	-16.3
O=[N+]([O-])c1ccc(NC(=S)N2CCOCC2)cc1	-0.7	0.1	1.6	0.7	7.9	-6.7	-0.2	21.4	0.3	-21.4
CC1=NN(C(=O)c2ccc(C)o2)C(O)(c2ccccc2)C1 (centres undefined)	-1.3	8.1	3.4	6.5	.	-28.1	2.5	-9.0	5.0	9.0
O=C(c1ccc(F)cc1)C1CCN(C(=O)c2c(F)cccc2F)CC1	-0.1	-0.1	-0.4	1.2	-2.5	.	0.5	19.9	5.0	-19.9
COc1ccc(-c2nc3c(Br)c(N)c(Br)cc3o2)cc1	-0.7	24.5	.	10.1	.	-0.3	-0.2	-31.7	1.2	31.7
Cc1ccc(C(=O)OCC(=O)Nc2cc(S(=O)(=O)N3CCOCC3)ccc2C)cc1	-3.0	4.4	1.1	1.0	-4.7	11.4	-0.3	7.4	-1.0	-7.4
O=C(Nc1ccc(F)cc1)C1CCCN1S(=O)(=O)c1cccc2nsnc12 (centres undefined)	0.0	0.5	-0.7	4.8	128.2*	4.8	1.3	17.2	0.0	-17.2
CCCSc1ccc([C@@H]2[C@@H]3C(=O)N(C)C(=O)[C@@H]3[C@]3(C(=O)OC)CCCCN23)cc1OC	0.1	-0.5	2.2	2.8	0.6	0.5	-0.9	15.4	-1.1	-15.4
O=C(C1CCOCC1)N1CCCC(N2CCN(c3cccc(C(F)(F)F)c3)CC2)C1 (centres undefined)	-1.3	2.6	3.5	0.0	-3.0	13.6	1.8	-11.1	0.6	11.1
COc1cccc(-c2cc(C(=O)NCCCN3CCOCC3)no2)c1	-2.2	4.3	0.9	1.7	-2.6	4.0	-1.0	.	-1.7	.
O=C(O)Cn1cnc2c(=S)nc[nH]c21	-3.1	3.3	0.5	-0.6	-4.1	10.6	-1.9	.	-0.7	.
C=CCC(CC=C)(NC(=O)c1cccc(C)c1)c1ccccc1	0.2	.	3.2	-4.8	-4.4	-9.1	-0.4	6.6	3.0	-6.6
COc1ccc(-c2cc(-c3cc(C)ccc3O)[nH]n2)cc1	0.1	-8.3	4.3	1.5	-4.3	29.6	3.1	-69.3	5.1	69.3
COc1ccc(-c2ccc(CCC(=O)O)n2-c2ccccc2OC)cc1	-0.4	-9.8	3.8	14.9	-5.1	.	1.3	37.9	1.5	-37.9
CCOc1cc(N2CCOCC2)c(OCC)cc1NC(=O)COC(=O)COc1ccc(C#N)cc1	-1.2	-0.9	0.2	-2.3	-3.4	-4.3	1.4	9.3	0.7	-9.3
COC(=O)N/N=C/c1cc(Cl)cc(Cl)c1OCc1ccc(F)cc1	-2.8	.	3.2	-8.0	-2.6	10.9	1.7	-83.6	3.3	83.6*
O=C(c1cccc([N+](=O)[O-])c1)N1CCN(c2n[nH]c(=O)[nH]c2=O)CC1	0.5	1.1	1.5	-0.6	-0.9	6.8	2.2	11.4	5.1	-11.4
COc1ccc(CC(=O)OCC(=O)Nc2ccc3c(c2)OCCO3)cc1OC	0.1	-1.1	-1.9	-0.1	1.6	3.2	-0.3	15.3	1.0	-15.3
Cc1cccc(C)c1NC(=O)c1cc(-c2ccccn2)nc2ccccc12	-0.5	-2.0	0.1	6.1	-4.6	-2.9	1.4	-30.8	-0.9	30.8
CC(=NNC(=S)N1CCN(c2ccccn2)CC1)c1ccccn1	-0.1	15.4	0.9	-4.8	0.2	.	.	-3.0	.	3.0
COc1cccc(CC2(CO)CCCN(Cc3cn(C)c4ccccc34)C2)c1 (centres undefined)	-3.8	1.2	3.0	-0.6	-6.7	-1.0	-0.5	13.7	-0.2	-13.7
CN(C)S(=O)(=O)c1ccc(N2CCCC2)c(C(=O)Nc2ccc(F)cc2F)c1	-2.0	-3.2	2.9	-4.0	-2.2	-0.7	-1.9	31.2	-0.5	-31.2
O=C1CCC(C(=O)N2CCC(CO)(Cc3ccc(Cl)cc3)CC2)=NN1	0.1	-2.4	3.1	-2.2	3.2	-2.2	0.2	15.8	2.8	-15.8
COC(=O)c1ccc(N=NNc2ccc(C(=O)OC)cc2)cc1	-4.4	15.5	0.7	-7.7	.	1.6	-0.3	8.2	2.9	-8.2
CC1CCC2(CC1)NC(=O)N(CC(=O)c1ccc[nH]1)C2=O (centres undefined)	.	-4.3	3.8	-2.7	-4.9	2.6	-0.9	-5.1	3.5	5.1
COc1ccc(/C=C/C(=O)NC(=S)NNC(=O)c2cc(OC)c(OC)c(OC)c2)cc1OC	.	-5.8	-1.9	.	.	.	-2.9	.	-3.5	.
CC(c1ccon1)N(C)C(=O)CCc1nnc(CCCCc2ccccc2)o1 (centres undefined)	-0.4	1.1	1.1	-3.4	0.0	5.7	-0.3	1.3	-0.4	-1.3
O=C(/C=C/c1ccc(-c2ccccc2[N+](=O)[O-])o1)c1ccccc1	-0.1	9.1	3.4	1.9	-2.7	2.5	0.5	4.0	-0.3	-4.0
CCCCCCN=CC1=C(O)CC(C)(C)CC1=O	0.0	-3.9	2.6	-11.9	2.7	5.5	-1.7	0.5	2.6	-0.5
O=C(Nc1ccc(OC(F)(F)F)cc1)C1CC(c2ccc(F)cc2)=NO1 (centres undefined)	-1.4	-12.9	5.3	0.7	-0.7	15.1	2.3	23.7	3.2	-23.7
CC(=O)Nc1ccc(/C=N/NC(=O)c2cccc(S(=O)(=O)N3CCOCC3)c2)cc1	-1.3	-2.0	1.7	8.9	-3.9	1.9	-0.8	-13.0	3.7	13.0
CCOC(=O)C1CCCN(Cc2cc(Br)c(OC)cc2OC)C1 (centres undefined)	-1.4	.	1.8	7.2	-1.4	-4.3	-0.6	21.9	1.1	-21.9
Cc1cc(NC(=O)CSCCO)no1	0.2	-1.5	0.5	-1.4	.	.	1.4	20.4	0.3	-20.4
CS(=O)(=O)N1CCN(c2ccc(NC(=O)C(c3ccccc3)c3ccccc3)cc2)CC1	-2.7	.	-0.4	-2.5	-0.3	-3.1	0.2	-31.6	0.9	31.6
COc1ccccc1NC(=O)CSc1ccc(-c2ccco2)nn1	1.9	-0.6	3.3	-2.2	-3.2	-5.1	1.1	-11.8	1.0	11.8
Cc1[nH]c(=O)cc2ccccc12	-0.6	.	-0.4	0.5	21.5	-5.3	3.4	17.5	3.7	-17.5
COc1ccccc1C1CC(=O)Oc2cc(OC)c(OC)c(OC)c21 (centres undefined)	-0.6	-1.4	1.0	2.2	-6.0	2.7	-0.9	18.2	1.4	-18.1
Cc1ccccc1NC(=O)Cc1cccc(C(F)(F)F)c1	-0.3	-1.2	4.4	1.9	0.6	-9.9	0.8	10.7	1.1	-10.7
CCCNC(=O)C1(CC2CC(c3ccccc3)=NO2)CCN(C(=O)C2CCCC2)CC1 (centres undefined)	-0.9	-0.1	2.9	6.1	-1.2	5.4	-0.4	-13.6	-1.1	13.6
Cc1nn(C(=O)c2cccc([N+](=O)[O-])c2)c(C)c1Br	-1.2	-2.1	-0.6	-2.5	-1.3	20.1	-1.9	-5.3	0.0	5.3
COc1cccc(/C=N/Nc2ncnc(Cl)c2N)c1O	2.3	17.2	29.8*	6.4	-0.8	-44.6	15.3*	-9.9	12.4*	9.9
NC1=NC[C@@H](Cc2ccc(O)cc2)N1CCC12CC3CC(CC(C3)C1)C2	-1.4	-6.3	5.5	5.4	-5.0	-4.3	-3.3	4.2	5.3	-4.2
CC1CCCCN1CCNC(=O)c1ccc2c(c1)N(Cc1cccc(Cl)c1)C(=O)c1ccccc1S2=O (centres undefined)	-3.7	-2.4	-0.2	-2.1	-4.6	-34.7	-1.4	1.1	3.6	-1.1
C/C(=N\NC(=O)c1cc(C)nc2ccccc12)c1ccco1	-1.0	0.0	1.2	-0.8	9.5	-7.4	3.0	4.5	1.4	-4.5
O=C(Cn1cc(S(=O)(=O)Cc2cccc(F)c2)c2ccccc21)N1CCOCC1	-3.0	0.5	1.2	0.7	-2.3	-4.9	-2.3	-12.4	2.3	12.4
Cc1ccc(C(=O)NCc2ccncc2)cc1S(=O)(=O)N1CCCCC1	-2.6	-0.5	1.5	-10.7	-0.3	-2.6	-1.0	16.6	-0.9	-16.6
COc1ccc(OCCN(C)C(=O)c2cccc(S(=O)(=O)N(C)c3ccccc3)c2)cc1	-4.0	-2.5	2.3	4.3	.	2.6	-1.8	-6.5	1.8	6.5
CCOC(=O)Nc1ccc2c(c1)N(C(=O)CN1CCN(CCO)CC1)c1ccccc1CC2	-0.5	-0.9	-0.6	-4.5	2.4	-1.0	-0.9	-12.1	0.7	12.1
Cc1nnc2n(-c3ccccc3)c(=O)c3c4c(sc3n12)CCCC4	-1.1	-1.1	3.8	-3.8	2.8	5.2	-0.5	11.8	1.5	-11.8
O=C(COC(=O)c1cc([N+](=O)[O-])ccc1NCCO)NCc1cccs1	-2.4	-1.0	0.3	-4.5	0.9	6.9	-0.1	0.6	0.2	-0.6

Further structures follow:
Compound	CAL PDZ FP-1	Wnt act	phage Ecoli inh	Tat export inh	CAL PDZ FP-2	MITF TRPM1 HTS	E coli growth	SR-BI uptake up	AddAB inh	SR-BI HDL uptake
C=CCC1c2cccc(C(=O)O)c2C(=O)N1c1cccc(OC)c1 (centres undefined)	-1.4	-0.8	3.3	-4.8	.	4.4	-1.0	33.8	-2.5	-33.8
O=C1CCCN1CCCNC(=S)Nc1ccccc1	.	0.9	3.8	.	.	.	1.6	.	2.5	.
Cc1cc(NC(=O)Cn2cc(C(F)(F)F)cc(Cl)c2=O)no1	-0.1	-2.0	2.6	-15.0	.	3.9	-0.8	-11.7	2.5	11.7
CC(=O)Nc1nnc(SCC(=O)NCC2CCCO2)s1 (centres undefined)	-0.6	.	-0.2	-11.2	-3.8	1.1	1.6	16.9	1.1	-16.9
CN(C)CCCN(C(=O)c1ccco1)c1nc2cc3c(cc2s1)OCO3	-1.2	1.0	1.3	7.1	-6.2	7.0	-2.6	9.9	-1.0	-9.9
CCOC(=O)c1ccccc1NC(=O)COC(=O)C1=COCCO1	-2.1	.	3.2	8.2	-0.1	-2.4	3.2	-7.5	0.2	7.5
COC(=O)COc1cccc2c(=O)n(CC(=O)NCc3ccc(F)cc3)ccc12	0.3	-5.2	2.7	-5.9	.	.	0.6	-12.4	3.4	12.4
